# Bfl-1 Bim block: inhibitors of Bim-Bfl-1 interaction, human; hit rate 0.12% among 190,000; Q16548; inhibition, % at 10 µM; Bead-based flow cytometry, Bim-Bfl-1 binding inhibition; AID 1008;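 also: 0% = wells without compound plus tracer and 100% = blocker peptide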
# Mcl1 Bid PPI: Mcl-1/Bid interaction inhibition; Q07820; TR-FRET Mcl-1/Bid-Dy647 peptide binding, 1536-well; inhibition, % at 21.7 µM; hit rate 0.97% among 220,000;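 active = compounds that cut the binding signal by more than half at the single screening dose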;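 also: His-tagged Mcl-1 with europium anti-His antibody binding Bid BH3 peptide; 0% = Mcl-1 plus peptide wells and 100% = peptide-only wells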
# RGS8-Gao reg: human RGS8-Galphao interaction regulation | P09471 | multiplexed bead flow cytometry, RGS8-Galphao binding; actives lie on both sides | response (percent of control binding), % at 10 µM | hit rate 0.34% among 220,000 | AID 1423; in the data active = response below about 60% or above about 140%; inactive = in between;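 also: Galphao activated as the GDP aluminium fluoride complex binding bead-coupled RGS8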
# Target sequence (P09471 whole entry, looked up): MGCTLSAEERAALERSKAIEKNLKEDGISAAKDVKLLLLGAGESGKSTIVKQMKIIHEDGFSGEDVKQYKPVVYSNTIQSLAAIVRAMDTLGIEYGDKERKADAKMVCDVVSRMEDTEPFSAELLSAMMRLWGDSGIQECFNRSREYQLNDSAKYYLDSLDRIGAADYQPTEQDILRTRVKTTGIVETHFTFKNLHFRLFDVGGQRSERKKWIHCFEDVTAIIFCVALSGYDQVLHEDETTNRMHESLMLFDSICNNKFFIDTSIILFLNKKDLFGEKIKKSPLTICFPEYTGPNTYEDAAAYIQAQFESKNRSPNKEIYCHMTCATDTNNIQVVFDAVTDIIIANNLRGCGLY
# GSH fluor: compound fluoresces at 488/530 nm on GSH beads; GSH beads flow cytometry, compound fluorescence 488/530 nm; active compounds read high; fluorescence (KMESF) at 10 µM; hit rate 0.25% among 190,000; AID 1776; in the data active = fluorescence above about 89;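 also: glutathione beads carrying GST-tagged Bcl family fusion proteins plus one bare bead set; values are compound well signal with DMSO vehicle wells as background; inactives centre near 16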
# Bcl-B Bim block: inhibitors of Bim-Bcl-B interaction, human; hit rate 0.073% among 190,000; bead-based flow cytometry, Bim peptide-Bcl-B binding; inhibition, % at 10 µM; Q9HD36;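 also: 0% = tracer peptide without compound and 100% = reference inhibitor peptide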
# Target sequence (Q9HD36 whole entry, looked up): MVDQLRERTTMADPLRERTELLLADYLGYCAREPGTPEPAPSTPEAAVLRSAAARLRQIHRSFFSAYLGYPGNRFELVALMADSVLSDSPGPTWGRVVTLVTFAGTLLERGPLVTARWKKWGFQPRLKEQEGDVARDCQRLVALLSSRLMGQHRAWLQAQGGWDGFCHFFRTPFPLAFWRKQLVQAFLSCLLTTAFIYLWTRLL
# Bcl-2 Bim block: inhibitors of Bim-Bcl-2 interaction, human; hit rate 0.06% among 190,000; inhibition, % at 10 µM; P10415; Bead-based flow cytometry, Bim peptide-Bcl-2 binding; in the data active = inhibition above about 40%; inconclusive = no clear call, values can overlap the other calls;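 also: 0% = no compound wells with probe peptide and 100% = reference peptide inhibitor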
# RGS7-Gao: regulators of human RGS7-Galphao interaction. P09471. Multiplexed bead flow cytometry, RGS7-Galphao binding; actives lie on both sides. binding response (% of control), % at 10 µM. hit rate 0.35% among 220,000. AID 1439; in the data active = binding response below about 49% or above about 150%; inconclusive = no clear call, values can overlap the other calls; inactive = in between;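 also: fluorescent Galphao held in activated GDP-AlF4 state binding bead-coupled RGS7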
# Bim-Bcl-W: human Bim-Bcl-W interaction inhibition. inhibition, % at 10 µM. hit rate 0.02% among 190,000. Q92843. bead-based flow cytometry, Bim peptide-Bcl-W binding;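 also: 0% = bound tracer without compound and 100% = peptide blocker; higher means less fluorescent Bim peptide bound to Bcl-W beads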
# Target sequence (Q92843 whole entry, looked up): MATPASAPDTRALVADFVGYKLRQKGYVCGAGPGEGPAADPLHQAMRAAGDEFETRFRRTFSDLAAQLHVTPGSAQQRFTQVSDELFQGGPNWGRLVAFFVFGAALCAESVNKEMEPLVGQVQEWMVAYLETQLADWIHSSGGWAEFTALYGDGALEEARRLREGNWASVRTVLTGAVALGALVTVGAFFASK
# RGS4-Gao reg: human RGS4-Galphao interaction regulation. P09471. Multiplexed bead flow cytometry, RGS4-Galphao binding; actives lie on both sides. binding response (% of control), % at 10 µM. hit rate 0.33% among 220,000; in the data active = binding response below about 49% or above about 150%; inactive = in between;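 also: fluorescent Galphao activated with aluminum fluoride binding bead-coupled RGS4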
# Bim-Bcl-XL: disrupts Bim peptide binding to human Bcl-XL; inhibition, % at 10 µM; Q07817; AID 1007; bead flow cytometry, fluorescence; hit rate 0.04% among 190,000
# Target sequence (Q07817 whole entry, looked up): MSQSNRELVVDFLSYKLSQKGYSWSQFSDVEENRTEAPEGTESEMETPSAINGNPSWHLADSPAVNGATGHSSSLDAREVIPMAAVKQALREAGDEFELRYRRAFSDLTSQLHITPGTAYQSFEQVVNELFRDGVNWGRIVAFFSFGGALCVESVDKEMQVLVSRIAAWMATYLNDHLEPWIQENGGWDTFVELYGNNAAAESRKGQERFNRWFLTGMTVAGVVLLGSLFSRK
# Bim-Mcl-1: inhibitors of Bim-Mcl-1 interaction, human | hit rate 0.1% among 190,000 | Q07820 | Bead-based flow cytometry, Bim peptide-Mcl-1 binding | inhibition, % at 10 µM | AID 1009;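 also: 0% = no compound tracer wells and 100% = peptide blocker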
# * hit, by the source's call; ? = inconclusive; & = joins results of further samples. Rule as the data show it, unless noted: active = inhibition above about 40%.
smiles	Bfl-1 Bim block	Mcl1 Bid PPI	RGS8-Gao reg	GSH fluor	Bcl-B Bim block	Bcl-2 Bim block	RGS7-Gao	Bim-Bcl-W	RGS4-Gao reg	Bim-Bcl-XL	Bim-Mcl-1
O=C(NC1CC1)c1ccc(S(=O)(=O)NCC2CCCCC2)cc1	-21	-15	100	18	-2	-10	99	-6	100	-7	-5
CN1CCN(C(=O)c2cc3c(n(-c4ccccc4)c2=O)CC(C)(C)CC3=O)CC1	-8	-14	100	13	-2	-7	102	6	98	0	3
N#Cc1c(NC(=O)CSc2ncnc3sccc23)oc(-c2ccco2)c1-c1ccco1	-8	-35	99	45	-4	-8	93	2	92	-2	3
Cc1ccccc1C(=O)NCC(=O)Nc1ccccc1C(F)(F)F	-4	-37	97	13	-2	0	?	-3	96	-1	1
CC1(C)CC(=O)c2cc(C(=O)N3CCN(CCO)CC3)c(=O)n(-c3ccc(Cl)cc3)c2C1	0	-12	114	11	-2	-9	108	-4	109	-3	-5
CC1=CC2=NC(=O)CC(C)(C(=O)N(CC(=O)NC(C)(C)C)Cc3ccccc3)N2C=C1 (configuration not stated)	-6	-16	97	23	-3	-4	95	0	92	-1	-2
CNC1=C(N(C(C)=O)c2ccc(Br)cc2)C(=O)c2ccccc2C1=O	0	-63	97	17	-6	-6	99	-12	105	-11	-19
CCN(CCNS(=O)(=O)c1ccc2[nH]c(=O)sc2c1)c1ccccc1	-4	-13	102	14	-9	-4	100	-6	101	-12	-7
COc1ccc(Nc2nc(C)cc(C)c2C#N)cc1	-1	-13	96	34	-2	-3	98	1	95	-3	-3
CCCCOC(=O)Nc1ccc(S(=O)(=O)Nc2nc(C)cc(C)n2)cc1	-16	-6	102	33	-10	-8	101	1	102	-9	-3
Cc1nnc(SCc2ccc([N+](=O)[O-])cc2)[nH]c1=O	-8	-10	96	21	-10	-6	104	-8	97	-4	-4
C=CCc1cc(C)ccc1OCCn1ccnc1	11	9	107	9	19	23	104	5	100	2	6
COc1ccc(CNc2nc(C)c([N+](=O)[O-])c(C)c2C#N)cc1	-3	6	104	12	-10	-8	105	-3	100	-7	-2
CCOc1ccc(CCNC(=O)COC(=O)c2ccco2)cc1OCC	0	-24	102	17	-1	0	100	0	103	-4	0
CCCCOc1ccc(NC(=O)c2cnc(C)cn2)cc1	5	11	99	34	2	3	97	2	106	21	3
O=C(Nc1nc(-c2cccs2)cs1)C1=COCCO1	-8	-16	100	12	-10	-4	100	-7	98	-8	-8
COCCNC(=O)Cn1c(=O)n(CCCCCC(=O)NCc2ccc3c(c2)OCO3)c(=O)c2sccc21	-4	-4	100	72	1	0	100	-3	102	-2	1
O=C(CSCC(=O)N1CCN(c2ccccc2)CC1)Nc1nc(-c2ccc(Cl)s2)cs1	0	-22	109	18	-1	2	111	6	112	4	0
Cc1ccc(S(=O)(=O)NCCN2CCOCC2)c(C)c1C	-3	-1	101	26	-1	2	103	1	101	0	0
COc1ccc(N=C2SC(C(=O)Nc3ccc4c(c3)OCO4)CC(=O)N2C)cc1 (configuration not stated)	-8	-31	100	14	-11	-8	97	2	100	-4	-1
CCS(=O)(=O)c1ccc(C(=O)Nc2ccccc2OC)c(Cl)c1Cl	-4	-31	104	12	0	-2	103	0	102	-3	0
CCn1c(SCC(=O)Nc2cccc(NC(=O)c3ccco3)c2)nnc1-c1cccs1	0	-27	102	10	0	0	103	1	97	1	2
CC(C)C(OC(=O)c1ccco1)C(=O)NCc1ccccc1 (configuration not stated)	-20	-9	103	33	-11	-10	99	-1	100	-12	-2
COCC(C)NC(=O)c1ccccc1OC(C)=O (configuration not stated)	-10	-30	100	36	-9	-6	100	-2	102	-3	-1
COc1ccc(CCC(=O)Nc2cc(Cl)ccc2OC)cc1	-9	3	99	31	-4	-4	101	-1	100	1	0
Cc1ccc(CNC(=O)CN(CCc2ccccc2)S(C)(=O)=O)cc1	-5	-21	99	21	-3	-4	98	1	97	0	3
Fc1cccc(Oc2nc3ccccc3n3cccc23)c1	-1	1	101	22	-1	-4	100	-3	102	0	-3
CCc1nnc(NC(=O)c2nc3nccc(C)n3n2)s1	-5	-10	119	259*	-4	0	114	-1	113	-26	-4
CC1CCN(c2nc3c(c(=O)[nH]c(=O)n3C)n2CC(C)CSc2nnnn2-c2ccccc2)CC1 (configuration not stated)	-1	-6	102	9	-3	-1	103	-3	102	-7	-4
O=C(Nc1ccc2c(c1)OCCO2)N1CCN(c2ccc(F)cc2)CC1	-3	-28	103	17	-4	-5	102	-5	99	-4	-6
N/C(CCCN1CCCCC1)=N/O	5	-9	111	5	-1	0	101	-5	100	-6	-4
CCOC(=O)Cc1csc(NC(=O)/C=C\c2ccccc2Cl)n1	-4	-3	106	10	0	1	101	0	102	-1	1
Cc1cccc(-n2ncc3c(Nc4c(C)n(C)n(-c5ccccc5)c4=O)ncnc32)c1	-2	-24	100	17	-3	-2	105	-5	91	-2	-2
C/C(N)=C(/C#N)C(=O)COC(=O)CNS(=O)(=O)c1ccc(F)c(F)c1F	-7	-25	100	17	-8	-8	?	-5	99	-4	-1
CC1=NN(c2ccc([N+](=O)[O-])cc2)C(=O)/C1=C\N(C)C	-1	-16	102	9	-5	-2	99	-1	99	-6	-3
COCC(C)NCc1cccc(OC)c1OC (configuration not stated)	-2	32	103	6	-3	-2	99	-2	100	-5	0
Cc1csc(NC(=O)c2cc(-c3ccccc3)nc3ccccc23)n1	3	-1	102	10	3	6	108	9	108	7	2
COc1ccc(NC(=O)c2cc(S(=O)(=O)NCC3COc4ccccc4O3)ccc2F)cc1 (configuration not stated)	-2	2	101	13	-2	-9	100	-4	102	-5	-4
COc1cccc(C(=O)Nc2ccc(S(=O)(=O)Nc3nccc(C)n3)cc2)c1	-2	3	104	10	-1	-2	104	-4	105	-4	-3
COc1cc(SC)ccc1C(=O)NC1CCCCC1	-17	4	101	21	-6	-10	100	-3	103	-6	0

# One compound at a time (already shown). Values in the order: Bfl-1 Bim block | Mcl1 Bid PPI | RGS8-Gao reg | GSH fluor | Bcl-B Bim block | Bcl-2 Bim block | RGS7-Gao | Bim-Bcl-W | RGS4-Gao reg | Bim-Bcl-XL | Bim-Mcl-1
# `Cc1cccc(-n2ncc3c(Nc4c(C)n(C)n(-c5ccccc5)c4=O)ncnc32)c1` as listed: -2 | -24 | 100 | 17 | -3 | -2 | 105 | -5 | 91 | -2 | -2
# `Cc1csc(NC(=O)c2cc(-c3ccccc3)nc3ccccc23)n1` as listed: 3 | -1 | 102 | 10 | 3 | 6 | 108 | 9 | 108 | 7 | 2
# `COCC(C)NCc1cccc(OC)c1OC` (configuration not stated) as listed: -2 | 32 | 103 | 6 | -3 | -2 | 99 | -2 | 100 | -5 | 0

# Carrying on:
smiles	Bfl-1 Bim block	Mcl1 Bid PPI	RGS8-Gao reg	GSH fluor	Bcl-B Bim block	Bcl-2 Bim block	RGS7-Gao	Bim-Bcl-W	RGS4-Gao reg	Bim-Bcl-XL	Bim-Mcl-1
c1cc(C2OCCN2CC2COC3(CCCC3)O2)ccn1 (configuration not stated)	-4	-48	116	44	-4	0	113	-6	114	-14	-5
O=C(CN1C(=O)/C(=C\c2ccccc2F)SC1=S)Nc1nc2ccccc2s1	0	-12	102	13	-11	-5	102	-3	103	-9	-4
COc1cccc(NC(=O)C(NCC(C)(C)CN(C)C)c2ccccc2)c1 (configuration not stated)	-1	32	100	16	-10	-1	102	-1	101	-7	-3
CC(C)[C@@H](C(=O)OCC(=O)Nc1ccc2c(c1)OCO2)N1C(=O)c2ccccc2C1=O	-5	-2	100	24	-8	-2	100	-5	97	-4	-4
O=[N+]([O-])c1cc(C(F)(F)F)cc([N+](=O)[O-])c1N1CCN(S(=O)(=O)c2ccccc2)CC1	0	-14	95	6	-6	-3	93	-1	93	-3	-3
COc1cccc2c1C(=O)C=C(C)C2=O	23	17	92	4	23	24	97	27	98	37	27
O=C(Nc1ccccc1C(F)(F)F)N1CCC(n2c(=O)[nH]c3ccccc32)CC1	-17	-18	102	19	-8	-12	98	-3	100	-8	-6
O=C(CCc1nnc(C2(c3ccc(Cl)cc3)CCC2)o1)NC1CC1	-7	-21	104	13	-1	-8	104	-3	101	-1	-4
CC(C)COc1ccc(CN=C(N)N=C(N)N)cc1Cl	-14	27	103	19	-13	-9	105	-4	101	-11	-5
O=c1[nH]c(-c2ccccn2)nc2sc(-c3ccccc3)cc12	12	-10	100	73	-9	0	99	0	105	-2	-1
Cc1csc(N/N=C\c2cccnc2)n1	-2	-21	103	26	-5	0	108	-6	106	-3	0
COCCNC(=O)c1onc(CSc2cc(C)cc(C)c2)c1C(=O)O	-12	24	99	26	-6	-8	98	1	98	-8	-3
COc1ccccc1/C=N/NC(=O)CNC(=O)c1ccc(S(=O)(=O)N2CCCC2)cc1	0	0	102	20	2	5	102	6	100	3	6
CCOC(=O)c1sc(NC(=O)c2cc3n(n2)C(C(F)(F)F)CC(c2ccccc2)N3)c(C(=O)OCC)c1C (configuration not stated)	-2	-16	101	11	-2	0	89	0	88	-3	0
N#Cc1ccc(N2Cc3ccccc3C2=NC(=O)c2cccs2)cc1	-9	-56	100	16	-9	-6	102	-7	102	-5	-2
COc1cccc(C(=O)Nc2ncc3c(n2)CC(c2ccc(OC)cc2OC)CC3=O)c1 (configuration not stated)	-3	0	102	31	-6	-5	107	-5	105	-5	0
CCC1(C)COC2(OC1)C(=O)Nc1ccccc12 (configuration not stated)	-11	-2	102	49	-11	-10	100	3	103	0	-4
COCCNc1c(-c2cc3ccc(C)c(C)c3[nH]c2=O)nc2ccccn12	7	-59	108	9	0	-1	98	12	100	6	1
CCOC(=O)c1ccc(N/C(=N\S(=O)(=O)c2ccc(F)cc2F)c2ccccc2)cc1	-19	-5	100	20	-12	-9	101	-7	101	-11	-6
O=C(Nc1ccccc1Cl)NC1(C(=O)N2CCCC2)CCCCC1	1	-14	100	15	-3	4	101	0	100	-1	0
COC(=O)Nc1nc(C)c(C(=O)c2ccccc2)s1	0	-10	100	22	0	0	103	-1	101	0	0
CCOC(=O)C1=C(C)NC2=C(C(=O)CCC2)C1c1ccc(N(C)C)cc1 (configuration not stated)	-3	-25	102	10	-3	0	98	4	106	-2	1
COc1ccc(N2CCN(C(=O)NC3CC(=O)N(c4ccc(OC)cc4)C3)CC2)cc1 (configuration not stated)	-2	-48	102	8	0	2	100	2	106	-2	0
Clc1ccc(OCCCNCc2ccccc2)c(Br)c1	-1	70*	99	24	-5	0	106	-1	100	3	-5
COc1cccc(N2C(=O)C3ON(c4ccccc4)C(c4cccs4)C3C2=O)c1 (configuration not stated)	-4	25	103	28	-7	-7	98	0	100	-3	-4
N#Cc1ccc(N2C(=O)[C@@H]3C(C(=O)C(c4ccccc4)c4ccccc4)=NN[C@@H]3C2=O)cc1	1	-28	99	21	0	-1	99	0	103	0	0
O=C(O)c1ccc(CN2CCOCC2)o1	-6	-8	102	15	-6	-7	102	-3	99	-1	-3
CSc1ccc(CNCCN2CCOCC2)cc1	0	7	102	11	0	-2	98	-1	101	-6	0
Clc1ccc2c(c1)CCc1cccnc1C2=C1CCNCC1	-2&-10	-2&-2	94&103	68&47	-2&-42	-3&-21	81&106	-1&3	84&106	0&2	-1&-145
CC1CCC2(CC1)NC(CO)(CO)CO2 (configuration not stated)	-1	-8	94	22	-2	11	97	-3	98	-5	-6
